From PubChem
BioA inh: blocks M. tuberculosis BioA enzyme activity. purified M. tuberculosis BioA enzyme, plate reader. inhibition, % at 9.99 µM. hit rate 0.096% among 360,000. AID 602481; in the data active means inhibition above about 40%
An asterisk follows results filed as active. The list is partial; count on the stated rates, not on these rows.

C[C@H](CO)N1C[C@H](C)[C@@H](CN(C)Cc2ccc(-c3ccccc3)cc2)Oc2c(NC(=O)Nc3cccc4ccccc34)cccc2C1=O
  BioA inh: 1.9
CO[C@@H]1CN(C)C(=O)c2cc(NC(=O)NC(C)C)ccc2OC[C@H](C)NC[C@@H]1C
  BioA inh: -3.1
C[C@@H]1CN([C@@H](C)CO)S(=O)(=O)c2ccc(C#C[C@@H](C)O)cc2O[C@@H]1CN(C)Cc1ccncc1
  BioA inh: 0.5
CC(C)NC(=O)N(C)C[C@H]1Oc2c(NS(C)(=O)=O)cccc2C(=O)N([C@H](C)CO)C[C@H]1C
  BioA inh: -1.7
O=C(C[C@H]1CC[C@@H]2[C@H](COC[C@H](O)CN2S(=O)(=O)c2ccccc2)O1)N1CCc2ccccc2C1
  BioA inh: 2.5
COc1cccc(NC(=O)N(C)C[C@@H]2OCc3ccccc3-c3c(n(C)c4ccccc34)C(=O)N([C@@H](C)CO)C[C@H]2C)c1
  BioA inh: -1.0
COc1ccc(S(=O)(=O)N(C)C[C@@H]2Oc3ccc(N(C)C)cc3CC(=O)N([C@H](C)CO)C[C@@H]2C)cc1
  BioA inh: 1.0
CCS(=O)(=O)N1[C@H](C#N)[C@@H](c2ccc(C#Cc3ccccc3F)cc2)[C@H]1CO
  BioA inh: 2.5
CC=Cc1ccc2n(c1=O)C[C@H]1[C@H](CO)[C@@H](C(=O)NCC)[C@@H]2N1C(=O)C1CC1 (mixture of isomers)
  BioA inh: -1.2
O=C(c1ccncc1)N1C[C@H]2[C@@H](c3ccccc31)[C@H](CO)N2C(=O)Nc1ccccc1Cl
  BioA inh: 1.9
COc1ccc(NC(=O)Nc2ccc3c(c2)C(=O)N([C@@H](C)CO)C[C@@H](C)[C@H](CN(C)C(=O)CCC(F)(F)F)OCCCC[C@H](C)O3)cc1
  BioA inh: -1.8
C[C@H](CO)N1C[C@H](C)[C@@H](CN(C)C(=O)C2CCCCC2)OCCCC[C@H](C)Oc2ccc(NC(=O)Cc3ccccc3)cc2C1=O
  BioA inh: 1.6
Cc1ccc(S(=O)(=O)Nc2cccc3c2O[C@H](CN(C)Cc2ccc(Oc4ccccc4)cc2)[C@H](C)CN([C@H](C)CO)C3=O)cc1
  BioA inh: -1.7
CN1C(=O)c2cc(NS(=O)(=O)c3cccc(F)c3)ccc2OC[C@H]2O[C@@H](CC(=O)N3CCc4ccccc4C3)CC[C@H]21
  BioA inh: 0.8
COc1cccc(C(=O)Nc2ccc3c(c2)C(=O)N(C)C[C@H](OC)[C@@H](C)CN[C@H](C)CO3)c1
  BioA inh: -1.8

C[C@H](CO)N1C[C@H](C)[C@@H](CN(C)C(=O)Nc2ccc(F)cc2)OCCCC[C@H](C)Oc2ccc(NC(=O)c3ccccc3)cc2C1=O
  BioA inh: -1.1
COc1ccc(S(=O)(=O)N(C)C[C@H]2OCCCC[C@H](C)Oc3ccc(NS(=O)(=O)c4c(C)noc4C)cc3C(=O)N([C@H](C)CO)C[C@@H]2C)cc1
  BioA inh: -1.2
C[C@H](CO)N1C[C@H](C)[C@@H](CN(C)Cc2ccccc2)Oc2cc(C#CCN(C)C)ccc2S1(=O)=O
  BioA inh: 4.6
C[C@@H]1CN([C@H](C)CO)C(=O)c2cccc(NC(=O)C3CCCCC3)c2O[C@H]1CN(C)Cc1ccncc1
  BioA inh: 0.4
C[C@H](CO)N1C[C@H](C)[C@@H](CN(C)C(=O)Nc2ccccc2)Oc2ncc(C3=CCCCC3)cc2C1=O
  BioA inh: 2.1
Cc1ccc(S(=O)(=O)Nc2ccc3c(c2)C(=O)N([C@H](C)CO)C[C@@H](C)[C@H](CN(C)Cc2ccccc2)OCCCC[C@H](C)O3)cc1
  BioA inh: -1.9
COc1ccc(CNC(=O)C[C@@H]2C=C[C@H](NC(=O)c3ccc4c(c3)OCO4)[C@H](CO)O2)cc1
  BioA inh: 6.2
C[C@@H]1CN([C@@H](C)CO)S(=O)(=O)c2ccc(C#Cc3cccnc3)cc2O[C@@H]1CN(C)C(=O)Nc1ccc2c(c1)OCO2
  BioA inh: -1.7
O=C(C[C@H]1CC[C@@H](NC(=O)Nc2cc(F)ccc2F)[C@H](CO)O1)NCc1ccncn1
  BioA inh: -2.5
CCCNC(=O)C[C@@H]1C[C@H]2c3cc(NC(=O)CC4CC4)ccc3O[C@H]2[C@@H](CO)O1
  BioA inh: 1.3
COc1cccc(-c2cccc(-c3nc(C(=O)N(C)C)cc4c3[C@@H](CCO)N([S@](=O)C(C)(C)C)C4)c2)c1
  BioA inh: 0.8
C[C@@H](NC(=O)[C@H]1[C@H](CO)[C@H]2Cn3c(cccc3=O)[C@H]2N1CCC(F)(F)F)c1ccccc1
  BioA inh: -0.8
O=C(c1ccc(F)cc1)N1CC[C@@H]2[C@@H](CO)Nc3ccc(C#Cc4ccccc4F)cc3[C@@H]21
  BioA inh: 8.0
C[C@H]1CN([C@@H](C)CO)C(=O)CCCn2cc(nn2)CO[C@H]1CN(C)Cc1ccc(-c2ccccc2)cc1
  BioA inh: 0.6
C[C@H](NC(=O)C[C@@H]1CC[C@H]2[C@@H](COC[C@@H](O)CN2C(=O)Nc2cccc(F)c2)O1)c1ccccc1
  BioA inh: 3.3

CN(C)c1ccc2c(c1)[C@@H]1C[C@H](CC(=O)NCC3CC3)O[C@H](CO)[C@@H]1O2
  BioA inh: -3.5
O=C(C[C@@H]1C[C@@H]2c3cc(NC(=O)C4CCC4)ccc3O[C@@H]2[C@H](CO)O1)NCc1ccccc1
  BioA inh: -0.2
CCCN(C)C[C@H]1OCCCC[C@@H](C)Oc2ccc(NC(=O)C3CCCCC3)cc2C(=O)N([C@H](C)CO)C[C@H]1C
  BioA inh: 1.7
C[C@H]1CN([C@@H](C)CO)C(=O)c2cccc(NC(=O)c3ccncc3)c2O[C@@H]1CN(C)C(=O)NC1CCCCC1
  BioA inh: -0.2
COc1ccccc1-c1ccc2c(c1)O[C@@H](CN(C)S(=O)(=O)c1ccc(C)cc1)[C@H](C)CN([C@@H](C)CO)S2(=O)=O
  BioA inh: -1.1
C[C@H]1CN([C@@H](C)CO)C(=O)c2cc(NC(=O)Nc3ccc4c(c3)OCO4)ccc2O[C@H]1CN(C)C(=O)Nc1cccc2ccccc12
  BioA inh: -3.5
C[C@@H]1CN([C@H](C)CO)C(=O)c2cc(NC(=O)CCC(F)(F)F)ccc2O[C@@H](C)CCCCO[C@@H]1CN(C)S(=O)(=O)c1cccs1
  BioA inh: -0.2
O=C(Cc1ccccc1)N1C[C@@H]2[C@H](c3ccccc31)[C@@H](CO)N2S(=O)(=O)c1ccccc1
  BioA inh: 1.2
COc1ccc(NC(=O)N(C)C[C@H]2OCCCC[C@@H](C)Oc3ccc(NC(=O)c4ccccc4)cc3C(=O)N([C@H](C)CO)C[C@H]2C)cc1
  BioA inh: 0.9
COCC(=O)Nc1ccc2c(c1)OC[C@@H](C)N(Cc1ccccn1)C[C@@H](C)[C@@H](OC)CN(C)C2=O
  BioA inh: -1.9
Cc1noc(C)c1S(=O)(=O)N(C)C[C@@H]1OCCCC[C@H](C)Oc2ccc(NC(=O)Nc3ccccc3)cc2C(=O)N([C@@H](C)CO)C[C@H]1C
  BioA inh: 0.5
O=C(C[C@H]1C[C@@H]2c3cc(NS(=O)(=O)c4ccccc4)ccc3O[C@@H]2[C@@H](CO)O1)NC1CCCC1
  BioA inh: 3.8
CCc1csc(N2[C@H](C#N)[C@H](c3ccc(-c4cccc(F)c4)cc3)[C@@H]2CO)n1
  BioA inh: 0.5
CO[C@H]1CN(C)C(=O)c2cc(NC(=O)C3CC3)ccc2OC[C@H](C)N(Cc2cccnc2)C[C@H]1C
  BioA inh: 6.4
CC(=O)N(C)C[C@@H]1Oc2cc(-c3cccc(C#N)c3)ccc2S(=O)(=O)N([C@H](C)CO)C[C@@H]1C
  BioA inh: 4.4

CCN(C[C@@H]1[C@@H](c2ccccc2)[C@H](CO)N1Cc1cccnc1)C(C)=O
  BioA inh: -2.7
CC(C)NC(=O)Nc1ccc2c(c1)C(=O)N([C@@H](C)CO)C[C@H](C)[C@H](CN(C)Cc1ccc(Cl)c(Cl)c1)OCCCC[C@@H](C)O2
  BioA inh: 2.0
C[C@@H]1CN([C@@H](C)CO)S(=O)(=O)c2ccc(/C=C/c3ccccc3)cc2O[C@H]1CN(C)Cc1ccccc1
  BioA inh: -2.3
O=C(C[C@@H]1C=C[C@H](NC(=O)CC2CC2)[C@H](CO)O1)NCc1ccc(-c2ccccc2)cc1
  BioA inh: -0.4
CO[C@H]1CN(C)C(=O)c2cc(NC(=O)C3CC3)ccc2OC[C@H](C)N(C(=O)c2ccncc2)C[C@@H]1C
  BioA inh: -0.4
C[C@@H]1CN([C@@H](C)CO)C(=O)c2cc(NC(=O)Nc3ccc(C(F)(F)F)cc3)ccc2O[C@@H]1CN(C)Cc1ccncc1
  BioA inh: 4.1
COc1ccc(S(=O)(=O)Nc2ccc3c(c2)[C@@H]2C[C@H](CC(=O)N(C)C)O[C@H](CO)[C@@H]2O3)cc1
  BioA inh: 1.3
COc1ccc(-c2ccc3n(c2=O)C[C@H]2[C@H](CO)[C@@H](C(=O)N(C)C)[C@@H]3N2Cc2cncnc2)cc1
  BioA inh: 3.1
C/C=C/c1ccc([C@H]2[C@H]3CN(C(=O)Cc4ccncc4)CCCCN3[C@H]2CO)cc1
  BioA inh: -2.4
Cc1noc(C)c1NC(=O)NCC[C@H]1CC[C@H](NC(=O)c2ccncc2)[C@H](CO)O1
  BioA inh: 3.1
COCC(=O)Nc1ccc2c(c1)C(=O)N(C)C[C@@H](OC)[C@@H](C)CN(CC1CCCCC1)[C@@H](C)CO2
  BioA inh: -7.5
C[C@H]1CN([C@@H](C)CO)C(=O)c2cc(C3=CCCC3)cnc2O[C@@H]1CN(C)Cc1ccc(C(=O)O)cc1
  BioA inh: -4.5
CCCC#Cc1ccc([C@H]2[C@H]3CN(S(=O)(=O)c4ccccc4C)CCCCN3[C@H]2CO)cc1
  BioA inh: -2.6
C[C@@H]1CN([C@H](C)CO)C(=O)c2cccc(NC(=O)c3nc4ccccc4s3)c2O[C@@H]1CN(C)CC1CCCCC1
  BioA inh: -1.5
C[C@@H]1CN([C@H](C)CO)C(=O)c2cc(NC(=O)Nc3cccc4ccccc34)ccc2O[C@@H]1CN(C)Cc1ccc(C(F)(F)F)cc1
  BioA inh: -2.5

Part of the list above in order of SMILES length, falling:
COc1ccc(S(=O)(=O)N(C)C[C@H]2OCCCC[C@H](C)Oc3ccc(NS(=O)(=O)c4c(C)noc4C)cc3C(=O)N([C@H](C)CO)C[C@@H]2C)cc1
  BioA inh: -1.2
C[C@@H]1CN([C@H](C)CO)C(=O)c2cc(NC(=O)Nc3cccc4ccccc34)ccc2O[C@@H]1CN(C)Cc1ccc(C(F)(F)F)cc1
  BioA inh: -2.5
O=C(C[C@H]1CC[C@@H]2[C@H](COC[C@H](O)CN2S(=O)(=O)c2ccccc2)O1)N1CCc2ccccc2C1
  BioA inh: 2.5
CO[C@H]1CN(C)C(=O)c2cc(NC(=O)C3CC3)ccc2OC[C@H](C)N(Cc2cccnc2)C[C@H]1C
  BioA inh: 6.4
O=C(c1ccncc1)N1C[C@H]2[C@@H](c3ccccc31)[C@H](CO)N2C(=O)Nc1ccccc1Cl
  BioA inh: 1.9

(list continues)
CO[C@H]1CN(C)C(=O)c2cc(NC(=O)C3CC3)ccc2OC[C@H](C)N(CC2CCOCC2)C[C@H]1C
  BioA inh: -1.5
O=C(Nc1ccc(F)cc1)N[C@H]1CC[C@@H](CCn2cc(-c3ccccc3F)nn2)O[C@H]1CO
  BioA inh: 11
Cc1noc(C)c1S(=O)(=O)Nc1ccc2c(c1)C(=O)N([C@@H](C)CO)C[C@H](C)[C@H](CN(C)C(=O)c1ccncc1)OCCCC[C@H](C)O2
  BioA inh: 2.3
C[C@H]1CN([C@@H](C)CO)C(=O)Cc2cc(NC(=O)Nc3ccc4c(c3)OCO4)ccc2O[C@@H]1CN(C)Cc1ccc(C(F)(F)F)cc1
  BioA inh: 0.3
CN(C)C(=O)C[C@@H]1C=C[C@@H](NC(=O)NC2CCCCC2)[C@@H](CO)O1
  BioA inh: 3.8
CCNC(=O)[C@H]1[C@H](CO)[C@H]2Cn3c(ccc(C4=CCCCC4)c3=O)[C@H]2N1C(=O)c1cnccn1
  BioA inh: -1.8
C[C@@H]1CCCCO[C@H](CN(C)S(=O)(=O)c2ccc(Cl)cc2)[C@@H](C)CN([C@@H](C)CO)C(=O)c2cc(NC(=O)C3CCCCC3)ccc2O1
  BioA inh: 0.2
C[C@@H]1CCCCO[C@@H](CN(C)CC2CC2)[C@@H](C)CN([C@H](C)CO)C(=O)c2cc(NS(=O)(=O)c3ccc(F)cc3)ccc2O1
  BioA inh: -0.7
Cc1ccc(S(=O)(=O)N(C)C[C@H]2Oc3c(NS(=O)(=O)c4ccc(F)cc4)cccc3C(=O)N([C@H](C)CO)C[C@H]2C)cc1
  BioA inh: -1.2
O=C(NCCN1CCOCC1)[C@]1(Cc2ccccc2)N=C(c2ccc(OCCCO)cc2)O[C@@H]1c1ccccc1
  BioA inh: 1.4
COc1ccc(C(=O)Nc2ccc3c(c2)C(=O)N(C)C[C@@H](OC)[C@@H](C)CN(C)[C@@H](C)CO3)cc1
  BioA inh: -0.7
CNC[C@@H]1Oc2ncc(-c3ccc(OC)cc3)cc2C(=O)N([C@@H](C)CO)C[C@@H]1C
  BioA inh: 0.5
O=C(Cc1ccccc1)N1C[C@@H]2[C@H](c3ccccc31)[C@@H](CO)N2C(=O)C1CC1
  BioA inh: -1.2
CCCNC(=O)Nc1ccc2c(c1)OC[C@@H](C)N(Cc1cccnc1)C[C@H](C)[C@@H](OC)CN(C)C2=O
  BioA inh: 0.9
COc1ccc(NC(=O)Nc2ccc3c(c2)C(=O)N([C@@H](C)CO)C[C@@H](C)[C@@H](CN(C)Cc2ccccc2)OCCCC[C@@H](C)O3)cc1
  BioA inh: -0.3

O=C(N[C@H]1CC[C@H](CC(=O)N2CCOCC2)O[C@@H]1CO)c1cccc(F)c1
  BioA inh: -1.7
C[C@H]1CN([C@@H](C)CO)C(=O)Cc2cc(NC(=O)Cc3cn(C)c4ccccc34)ccc2O[C@H]1CN(C)C(=O)Nc1cccc2ccccc12
  BioA inh: -1.1
C[C@@H]1CN([C@@H](C)CO)C(=O)c2cccc(NC(=O)Nc3cccc4ccccc34)c2O[C@H]1CN(C)CC1CC1
  BioA inh: 1.9
CN1CCN(C(=O)C[C@@H]2C[C@H]3c4cc(NC(=O)NC5CCCC5)ccc4O[C@H]3[C@@H](CO)O2)CC1
  BioA inh: -0.9
